Screening results from PubChem BioAssay.
Vif-APOBEC3G blk – blocks the Vif interaction with human APOBEC3G; Q9HC16; HeLa A3G-eYFP + Vif (tagged APOBEC3G with the HIV-1 protein that degrades it), YFP fluorescence, overnight; Potency, µM (doses to about 46.1 µM), for the others: at the top dose activity, negative = active, hits mostly inhibitors; hit rate 0.076% among 410,000;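 also: potency is read from the fitted curve at half-maximal effect; % is scaled to controls: 0 for no effect and ±100 for the full control effect; nearly all actives have a fitted effect of over 60% in size; hits raise eYFP signal because A3G escapes Vif-driven loss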
Target sequence (Q9HC16 whole entry, looked up): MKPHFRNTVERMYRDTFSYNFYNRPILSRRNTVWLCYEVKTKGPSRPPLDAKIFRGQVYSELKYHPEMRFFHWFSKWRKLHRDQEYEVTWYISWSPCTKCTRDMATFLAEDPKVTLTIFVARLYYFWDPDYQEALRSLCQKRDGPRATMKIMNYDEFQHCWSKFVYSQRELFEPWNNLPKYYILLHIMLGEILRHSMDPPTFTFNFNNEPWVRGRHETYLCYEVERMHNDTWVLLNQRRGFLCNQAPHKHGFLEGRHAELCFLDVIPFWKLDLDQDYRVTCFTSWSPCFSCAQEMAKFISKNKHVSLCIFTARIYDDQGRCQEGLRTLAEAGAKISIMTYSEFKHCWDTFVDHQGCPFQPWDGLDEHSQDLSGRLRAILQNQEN
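Read-out is eYFP fluorescence (Ex 488/Em 500-530) from Vif-expressing HeLa A3G-eYFP cells; more signal means A3G escaped Vif-mediated degradation. Cells plated overnight, compound pinned in, incubated overnight at 37 deg C.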
rTrxR1 inhibitor – inhibitors of rat thioredoxin reductase 1. hit rate 1% among 390,000. Potency, µM (titrated, usually from 114 µM), for inactives: at the highest dose activity change, negative = inhibition, hits mostly inhibitors. recombinant rTrxR1, NADPH fluorescence consumption, selenite substrate. O89049; also: potency is read from the fitted curve at half-maximal effect; % is scaled to controls: 0 for no effect and ±100 for the full control effect; nearly all actives have a fitted effect of over 65% in size
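Rat TrxR1 (90 nM in the dispensed reagent) was pre-reduced with 400 uM NADPH for 5 min at room temperature, then incubated with compound for 15 min. After 400 uM selenite was added, NADPH fluorescence (Ex 340/Em 450 nm) was followed for 8 min.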
Vif-A3F inh – Vif-A3F binding inhibition; HeLa A3F-eYFP + Vif (tagged APOBEC3F with the HIV-1 protein that degrades it), YFP fluorescence increase; hit rate 0.2% among 390,000; Potency, µM (titrated, usually from 46.1 µM), for the others: top-dose activity, negative = active; also: potency is read from the fitted curve at half-maximal effect; % of control where 0% means no effect; nearly all actives have a fitted effect of over 65% in size
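HeLa cells stably expressing Vif plus C-terminally eYFP-tagged A3F were seeded, incubated overnight at 37 deg C, dosed with compound, incubated overnight again at 37 deg C. Yellow fluorescence (Ex 488/Em 500-530) reported blocked Vif-mediated A3F-eYFP degradation.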
USP1 inh – blocks the human USP1/UAF1 deubiquitinase complex; O94782; recombinant USP1/UAF1, Ub-Rhodamine cleavage fluorescence; Potency, µM (highest dose often 57.1 µM), without a hit: at the highest dose activity change, negative = inhibition, usual class: inhibitors; hit rate 0.23% among 390,000; AID 743255; also: potency is read from the fitted curve at half-maximal effect; % is scaled to controls: 0 for no effect and ±100 for the full control effect; nearly all actives have a fitted effect of over 60% in size; inactives centre near -12
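High-throughput fluorogenic screen: 1nM USP1/UAF1 complex, Ub-Rho substrate 150nM final, 50mM HEPES pH 7.8 with 0.5mM EDTA, 0.1 mg/ml BSA, 1mM TCEP and 0.01% Tween-20.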
TrxR1 substrate – rat thioredoxin reductase 1 substrate activity | Potency, µM (titrated, usually from 114 µM), inactives show at the top dose activity change, negative = substrate turnover | O89049 | purified TrxR1 substrate turnover, NADPH consumption readout | hit rate 0.01% among 390,000 | AID 588456; also: potency is read from the fitted curve at half-maximal effect; % is scaled to controls: 0 for no effect and ±100 for the full control effect; nearly all actives have a fitted effect of over 50% in size
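Rat TrxR1, dispensed at 90 nM, was prereduced with 400 uM NADPH (final) for 5 min at ~22 deg C, then incubated with compound 15 min before 400 uM selenite. A first-read NADPH fluorescence drop versus no-compound background flagged substrates.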
Glioma ERSR ind – ER stress response induction in glioma | U87-MG GRP78 promoter luciferase reporter, 16 h | Potency, µM, for the others: at the top dose activation, hits mostly activators | hit rate 0.02% among 420,000; also: potency is read from the fitted curve at half-maximal effect; series mostly up to about 76 µM; % of control where 0% means no effect; nearly all actives have a fitted effect of over 35% in size
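ERSR induction read as luciferase luminescence (Bright-Glo, 10 min at room temperature) in stably transfected human U87-MG glioma cells exposed to compounds for 16 h, using GRP78 as sensor.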
LDHA block – inhibitors of human lactate dehydrogenase A | activity change, % (values are at about 110 or 230 µM) | AID 1347041 | hit rate 0.15% among 480,000 | purified LDHA, NADH/diaphorase-resazurin fluorescence; hits give low values | P00338; in the data active = activity change below about -30%; inconclusive = mostly about -25% to -30%;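 also: plate controls were DMSO wells for no effect and wells without enzyme for full effect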
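Resorufin fluorescence (ex540/em590), read at 0 and 20 min after diaphorase/resazurin addition, reports the NADH left after a 5 min room-temperature reaction of 2 nM human LDH5 with 0.06 mM NADH and 0.2 mM pyruvate.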
RGS4 inh – blocks human RGS4-accelerated GTP hydrolysis. P49798. Transcreener GDP fluorescence polarization, RGS4-accelerated GTP hydrolysis. Potency, µM (highest dose often 114 µM), inactives show top-dose activity change, negative = inhibition, usual class: inhibitors. hit rate 0.039% among 390,000. AID 504845; also: potency is read from the fitted curve at half-maximal effect; % is scaled to controls: 0 for no effect and ±100 for the full control effect; nearly all actives have a fitted effect of over 75% in size; some results filed as inactive show a strong effect at the top dose
Target sequence (P49798 whole entry, looked up): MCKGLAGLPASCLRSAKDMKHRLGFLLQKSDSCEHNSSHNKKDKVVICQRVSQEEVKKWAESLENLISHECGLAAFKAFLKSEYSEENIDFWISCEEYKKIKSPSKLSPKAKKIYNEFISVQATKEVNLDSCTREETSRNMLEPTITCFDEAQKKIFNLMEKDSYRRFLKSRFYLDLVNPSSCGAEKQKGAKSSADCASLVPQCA
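MLSMR compounds (23 nl, pin-transferred) preincubated 10 min at room temperature with a 500nM (2x) first reagent, then RGS4 at 900nM (2x) plus Transcreener GDP mix added; fluorescence polarization (620/688 nm) read before and after 90 min at 30 °C.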
mIDH1 inhibitor – inhibitors of human mutant IDH1 R132H; O75874; IDH1-R132H enzyme, NADPH consumption, diaphorase/resazurin fluorescence; hit rate 0.093% among 390,000; AID 602179; Potency, µM (series often up to 76.6 µM), for inactives: top-dose activity change, negative = inhibition, most hits filed as inhibitors; also: potency is read from the fitted curve at half-maximal effect; % is scaled to controls: 0 for no effect and ±100 for the full control effect; nearly all actives have a fitted effect of over 65% in size
Target sequence (O75874 whole entry R132H, stated change not applied): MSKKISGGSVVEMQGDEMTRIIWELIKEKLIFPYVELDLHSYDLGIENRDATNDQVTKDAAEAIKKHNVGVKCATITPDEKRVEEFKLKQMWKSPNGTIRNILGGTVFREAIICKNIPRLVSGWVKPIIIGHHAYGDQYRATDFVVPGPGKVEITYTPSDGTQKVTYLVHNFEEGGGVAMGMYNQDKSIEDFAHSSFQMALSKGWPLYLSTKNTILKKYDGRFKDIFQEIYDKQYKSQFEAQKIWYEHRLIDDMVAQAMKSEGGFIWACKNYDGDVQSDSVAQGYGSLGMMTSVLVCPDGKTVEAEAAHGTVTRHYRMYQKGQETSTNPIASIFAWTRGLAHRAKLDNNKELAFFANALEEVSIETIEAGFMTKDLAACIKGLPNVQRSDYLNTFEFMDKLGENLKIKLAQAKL
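IDH1-R132H (0.5 ug/mL) preincubated 30 min with compound, then NADPH (0.016 mM) and alpha-KG (2 mM) added; 80 min at RT, pH 7.5. Remaining NADPH coupled via diaphorase/resazurin to fluorescence (540/590 nm); concentration-response curves normalized to no-enzyme control.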
An asterisk follows results filed as active; u = inconclusive; & = joins results of further samples; [ ] = another dose, or the depositor's remark. Unless noted, calls follow the shape of the dose curve; as a rule, active = well fitted curve in the direction sought with a large enough effect; inconclusive = small, poorly fitted or top-dose-only effect, or another doubt; inactive = no such curve, though single readings can be large; an effect the other way counts as inactive or inconclusive. Not all compounds are listed; the hit share may differ from the screen's.

Start of the data: the first 2 entries, ahead of the listing:
Below each SMILES: Vif-APOBEC3G blk	rTrxR1 inhibitor	Vif-A3F inh	USP1 inh	TrxR1 substrate	Glioma ERSR ind	LDHA block	RGS4 inh	mIDH1 inhibitor
> O=c1[nH]c(Cc2ccccc2)nc2ccccc12
  -5%	23%[57.1 µM]	u	-21%	6%[57.1 µM]	-3%	-2	8%	4%
> C[C@@]12C(=O)Nc3cc(F)ccc3C(=O)N1[C@H]1c3cc(Br)ccc3OC[C@@H]1[C@@H]2c1ccccc1
  -22%	15%	-6%	-15%	-2%	4%	0	-3%	-21%

Main list, from the start:
Below each SMILES: Vif-APOBEC3G blk	rTrxR1 inhibitor	Vif-A3F inh	USP1 inh	TrxR1 substrate	Glioma ERSR ind	LDHA block	RGS4 inh	mIDH1 inhibitor
> O=c1[nH]c(Cc2ccccc2)nc2ccccc12
  -5%	23%[57.1 µM]	u	-21%	6%[57.1 µM]	-3%	-2	8%	4%
> C[C@@]12C(=O)Nc3cc(F)ccc3C(=O)N1[C@H]1c3cc(Br)ccc3OC[C@@H]1[C@@H]2c1ccccc1
  -22%	15%	-6%	-15%	-2%	4%	0	-3%	-21%
> CC1=CC2=NC(=O)/C(=C\c3cccn3CCOc3ccccc3C)C(=N)N2O1
  3%	-4%	1%	-22%	-5%	1%	2	6%[11.4 µM]	1%
> COc1ccc(/C=C2\SC(=O)N=C2N)cc1OC
  2%	-15%	-9%	-24%	-1%	-4%	-1	-6%	-6%
> CC(C)(C)C(=O)NCC(c1ccc2c(c1)OCO2)N1CCOCC1 (stereo not given)
  3%	28%[57.1 µM]	2%	-4%	8%[57.1 µM]	-5%	1	-19%	0%
> CCCCOc1ccccc1C1CC(=O)NC2=C1C(=O)CCC2 (stereo not given)
  u	19%[57.1 µM]	-10%	-5%	12%[57.1 µM]	-4%	-2	-4%[11.4 µM]	12%
> CCNC(=S)Nc1ccc(Cl)c(C(F)(F)F)c1
  -7%	-18%	2%	-11%	-14%	-7%	-4	-12%	10%
> CCOc1ccc(CCNC(=O)COC(=O)c2cccc(OC)c2O)cc1OCC
  1%	8%	-16%	-3%	-2%	-6%	-1	31%	2%
> COc1ccc(OC)c(Nc2ncnc3ccc(Br)cc23)c1
  -8%	21%	-1%	-8%	4%	-3%	-5	-5%	10%
> O=C(c1ccc(Cl)c(S(=O)(=O)N2CCCCC2)c1)N1CCN(Cc2ccccc2)CC1
  4%	-6%	4%	2%	-8%	-2%	-7	3%	-4%
> CSc1sc(-c2ccnc(SCC(=O)C(C)(C)C)n2)c2c1C(=O)CC(C)(C)C2
  0%	-11%	-9%	-8%	-1%	0%	-4	-4%	6%
> CCOc1ccc(-c2nn(-c3ccccc3)cc2C2NC(=O)NC(C)=C2C(=O)OC(C)C)cc1C (stereo not given)
  -8%	16%	4%	u	-7%	-1%	10&6	-18%	-18%
> COc1ccc(OCC(=O)Nc2ccccc2O)cc1
  -7%	15%	0%	-3%	-3%	7%	0	-10%	2%
> Cc1ccc(C(=O)Nc2cccc(C(F)(F)F)c2)cc1Nc1cncnc1
  -2%&-4%	-23%	4%&2%	-11%&-26%	-9%	-4%&-4%	0&0	-14%	3%&13%
> CCCNC(=O)c1ccccc1NC(=O)COc1ccc(OC)cc1
  1%	-7%	-1%	-4%	-10%	-4%	-2	-25%	5%
> CCCOc1nc(N)c(C#N)c(-c2ccccc2F)c1C#N
  7%	1%	4%	-15%	1%	-4%	1	-25%	3%
> CC(=O)c1cc2c(cc1NC(=O)C1CC1)OCO2
  0%	21%[57.1 µM]	-8%	-18%	3%[57.1 µM]	-4%	-5	14%	5%
> COC(=O)C1CCC(=O)N1C(c1ccc(OC)cc1)c1cc(OC)c(OC)c(OC)c1 (stereo not given)
  u	-3%[11.4 µM]	13%	-10%	-3%[11.4 µM]	-5%	15	-44%	1%
> O=C(CSc1ncnc2nc[nH]c12)N1CCOCC1
  -2%	13%	1%	3%	4%	-3%	2	12%	4%
> COc1ccc(-c2cc3ccc(OC)cc3cn2)cc1
  -8%	-31%	0%	u	16%	-4%	-6	-16%	18%
> C=CCNc1nc(N)c([N+](=O)[O-])c(N2CCCCCC2)n1
  0%	-4%[57.1 µM]	2%	u	-5%	-4%	-4	25%	17%
> CCOC(=O)Cn1ncc(-c2ccccc2)c1N
  0%	19%[57.1 µM]	-4%	-5%	5%[57.1 µM]	4%	-5	41%	8%
> OC(COc1ccccc1)CN1CCN(c2ccccc2)CC1 (stereo not given)
  0%	6%[57.1 µM]	0%	-25%	5%	-1%	1	-1%	8%
> Cc1ccc(NC(=O)CSc2nnc3ccccn23)cc1S(=O)(=O)N1CCOCC1
  0%	25%	14%	-12%	8%	-4%	-4	1%	3%
> COc1ccc(CCNC(=O)/C(C#N)=C2\N=C(NC(=O)c3cccs3)c3ccccc32)cc1
  -20%	0%	u	-2%	-6%	-4%	-4	14%	3%
> CCOC(=O)c1cnc2c(ccc3ccccc32)c1NCCCN(C)C
  3%	-31%	u	-23%	9%	3%	0	6%	9%
> CCOC(=O)n1n[n+]([O-])c2ccccc21
  3%	-15%	1%	-5%	-11%	1%	-7	-15%	-1%
> Cc1cc(/C=N/NC(=O)CC#N)c(C)n1-c1ccc([N+](=O)[O-])cc1
  -1%	1%[57.1 µM]	3%	-13%	-4%[57.1 µM]	5%	0	-36%	1%
> CCOC(=O)N1CCN(Cc2nc(-c3ccccc3)no2)CC1
  0%	13%[57.1 µM]	-11%	1%	11%[57.1 µM]	3%	-13	31%	13%
> CCOc1ccccc1NC(=O)Cn1c(=O)n(CCCC(=O)NCCc2ccc(C)cc2)c(=O)c2ccccc21
  -5%	11%	-10%	u	1%	-3%	-1	-7%	6%
> CCOC(=O)Nc1cccc(NC(=O)c2ccccc2F)c1
  -2%	23%	-6%	-7%	2%[0.0914 µM]	-1%	-2	0%	-6%
> CC(=O)N1c2ccc(S(=O)(=O)N3CCCCC3)cc2CC1C(=O)Nc1cccc(C)c1 (stereo not given)
  -4%	20%[57.1 µM]	-3%	-18%	5%[57.1 µM]	0%	-2	6%[56.9 µM]	-4%
> CC(C)N(C(=O)N1CCN(c2ccnc3cc(Cl)ccc23)CC1)C(C)C
  0%	12%	3%	u	-4%[57.1 µM]	-5%	-2	-10%	-4%
> CC(C)(C)NC(=O)C(=O)N/N=C/c1ccc(F)cc1
  1%	10%[57.1 µM]	1%	4%	7%[57.1 µM]	2%	-4	-6%	0%
> COC(=O)c1cc(C(=O)OCC(=O)NCc2cccs2)cc([N+](=O)[O-])c1
  0%	2%	4%	-12%	-10%	-4%	-4	-8%	-9%
> COc1ccc(-c2cc(C(=O)NCc3ccc(F)cc3)c3c(-c4ccc(F)cc4)[nH]nc3n2)cc1OC
  -17%	13%[57.1 µM]	-11%	-3%	23%[57.1 µM]	1%	3	-26%	-14%
> Cc1cccc(OCC(=O)NNC(=O)c2cccs2)c1
  -6%	15%[57.1 µM]	-5%	-25%	9%[57.1 µM]	-4%	-14	3%	-11%
> CC(C)(C)NC(=O)CN1CCC(NC(=O)C23CC4CC(CC(C4)C2)C3)CC1
  2%	-13%	-1%	2%	-7%	-3%	-6	-6%	-5%
> CC(=O)N(C(C)=O)N1C(=O)C2C3c4ccccc4C(c4ccccc43)C2C1=O (stereo not given)
  1%	u	-6%	-21%	5%	-6%	-2	-18%	10%
> COc1ccc(C(=O)CSc2cc(C)nc(SCC(=O)c3ccc(C)cc3)n2)cc1
  -6%	5%	3%	-15%	3%	0%	-3	-19%	8%
> Cn1c(-c2ccco2)nc2cc3ccccc3cc21
  -6%	u	-10%	-3%	243%[activator]	-7%	-6	u	13%
> CC(C)(C)c1cc(N)on1
  1%	12%	-13%	0%	0%	-1%	-6	-6%	1%
> Cc1cc(C(=O)CN2C(=O)c3ccccc3C2=O)c(C)n1C1CC1
  -5%	-4%[57.1 µM]	-7%	-10%	2%[57.1 µM]	4%	2	3%	1%
> O=[N+]([O-])c1ccc(NN=Cc2cccc3ccccc23)nc1
  2%	14%	u	-9%	-5%	3%	-1	1%	-7%
> O=C(Cn1c(=O)n(-c2ccccc2)c(=O)c2sc3ccccc3c21)N1CCCC1
  6%	-13%	4%	-16%	122%[activator]	1%	3	17%	9%
> Oc1ccc(/C=N/N2CCN(C3c4ccccc4-c4ccccc43)CC2)cc1
  1%	21%	-3%	-1%	9%	1%	-4	-9%	-6%
> Cc1ccc2cccc(OCc3ccc(Br)cc3)c2n1
  -7%	11%	8%	-16%	6%	-5%	-3	-9%	5%
> CC(=O)N(C(C)=O)c1cccc(N(Cc2ccccc2)Cc2ccccc2)c1
  -1%	11%[57.1 µM]	0%	-23%	9%[57.1 µM]	-4%	2	5%	0%
> O=C(CCS(=O)(=O)c1ccccc1)Nc1nc(-c2ccccn2)cs1
  -18%	8%[57.1 µM]	3%	5%	4%[57.1 µM]	-3%	-9	7%	-8%
> O=C(NCc1ccco1)c1cc(C(=O)C2CCCCC2)c[nH]1
  0%	22%	-11%	-7%	5%	1%	-16	4%	2%
> CCCCNC(=O)CSc1nc2ccc(N3CCOCC3)cc2c(=O)n1Cc1ccc(OC)cc1
  -2%	22%[57.1 µM]	-8%	-2%	46%	-7%	7	-11%	11%
